Screening results: PubChem, National Center for Advancing Translational Sciences (NCATS)
USP1 inh – blocks the human USP1/UAF1 deubiquitinase complex. 390,000 compounds, 0.23% hits. AID 743255. recombinant USP1/UAF1, Ub-Rhodamine cleavage fluorescence. Potency, µM (titrated, usually from 57.1 µM), inactives show at the highest dose activity change, negative = inhibition, actives largely listed as inhibitors; further: potency means the concentration at half of the fitted maximal effect; on the % scale 0 is the no-effect control and ±100 the full control effect; nearly all actives have a fitted effect of over 60% in size; inactives centre near -12
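High-throughput fluorogenic screen: 1nM USP1/UAF1 complex, Ub-Rho substrate 150nM final, 50mM HEPES pH 7.8 with 0.5mM EDTA, 0.1 mg/ml BSA, 1mM TCEP and 0.01% Tween-20.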
Vif-A3G inh – Vif-A3G binding inhibition | 410,000 compounds, 0.076% hits | Q9HC16 | Potency, µM (doses to about 46.1 µM), for the others: top-dose activity, negative = active, usual class: inhibitors | HeLa A3G-eYFP + Vif (tagged APOBEC3G with the HIV-1 protein that degrades it), YFP fluorescence, overnight;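 further: potency means the concentration at half of the fitted maximal effect; on the % scale 0 is the no-effect control and ±100 the full control effect; nearly all actives have a fitted effect of over 60% in size; hits raise eYFP signal because A3G escapes Vif-driven loss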
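HeLa cells stably expressing Vif and C-terminally eYFP-tagged A3G, seeded overnight at 37 deg C, then exposed to compound by pintool overnight at 37 deg C. Rise in yellow fluorescence (Ex 488/Em 500-530, Acumen) marks blocked Vif-driven A3G degradation.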
mIDH1 inhibitor – inhibitors of human mutant IDH1 R132H. 390,000 compounds, 0.093% hits. IDH1-R132H enzyme, NADPH consumption, diaphorase/resazurin fluorescence. O75874. Potency, µM (titrated, usually from 76.6 µM), without a hit: at the highest dose activity change, negative = inhibition, most hits filed as inhibitors; further: potency means the concentration at half of the fitted maximal effect; on the % scale 0 is the no-effect control and ±100 the full control effect; nearly all actives have a fitted effect of over 65% in size
Target sequence (O75874 whole entry R132H, stated change not applied): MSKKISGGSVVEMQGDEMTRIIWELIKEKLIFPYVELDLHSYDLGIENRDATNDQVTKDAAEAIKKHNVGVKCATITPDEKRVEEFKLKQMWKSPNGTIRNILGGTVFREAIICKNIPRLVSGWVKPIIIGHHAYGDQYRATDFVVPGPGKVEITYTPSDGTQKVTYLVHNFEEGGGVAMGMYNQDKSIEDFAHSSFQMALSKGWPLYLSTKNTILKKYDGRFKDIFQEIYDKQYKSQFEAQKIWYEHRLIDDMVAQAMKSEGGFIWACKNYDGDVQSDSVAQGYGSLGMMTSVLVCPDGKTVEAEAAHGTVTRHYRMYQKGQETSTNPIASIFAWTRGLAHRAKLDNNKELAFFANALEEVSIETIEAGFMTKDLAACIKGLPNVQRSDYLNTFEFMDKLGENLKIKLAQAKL
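IDH1-R132H (0.5 ug/mL) preincubated 30 min with compound, then NADPH (0.016 mM) and alpha-KG (2 mM) added; 80 min at RT, pH 7.5. Remaining NADPH coupled via diaphorase/resazurin to fluorescence (540/590 nm); concentration-response curves normalized to no-enzyme control.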
RXFP1 agonist – activates the human relaxin receptor RXFP1. Potency, µM (titrated, usually from 57.5 µM), for inactives: at the top dose activation, actives largely listed as activators. HEK293T-RXFP1 cAMP TR-FRET, 30 min; response scale: percent of porcine relaxin response, buffer zero. Q9HBX9. 370,000 compounds, 0.3% hits; further: potency means the concentration at half of the fitted maximal effect; on the % scale 0 is the no-effect control and ±100 the full control effect; nearly all actives have a fitted effect of over 60% in size; many of its hits are not listed in these tables
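HEK293T cells stably expressing RXFP1 were pretreated with the PDE4 inhibitor Ro 20174, exposed to compounds for 30 min at 37C, lysed, and cAMP was read by TR-FRET. Data normalized to buffer (basal) and 29 nM porcine relaxin (100%).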
TrxR1 substrate – rat thioredoxin reductase 1 substrate activity; purified TrxR1 substrate turnover, NADPH consumption readout; Potency, µM (doses to about 114 µM), without a hit: at the highest dose activity change, negative = substrate turnover; 390,000 compounds, 0.01% hits; O89049; further: potency means the concentration at half of the fitted maximal effect; on the % scale 0 is the no-effect control and ±100 the full control effect; nearly all actives have a fitted effect of over 50% in size
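Rat TrxR1, dispensed at 90 nM, was prereduced with 400 uM NADPH (final) for 5 min at ~22 deg C, then incubated with compound 15 min before 400 uM selenite. A first-read NADPH fluorescence drop versus no-compound background flagged substrates.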
Vif-A3F inh – inhibitors of Vif-A3F interaction. HeLa A3F-eYFP + Vif (tagged APOBEC3F with the HIV-1 protein that degrades it), YFP fluorescence increase. Potency, µM (top dose mostly 46.1 µM), for inactives: at the top dose activity, negative = active. 390,000 compounds, 0.2% hits; further: potency means the concentration at half of the fitted maximal effect; % of control where 0% means no effect; nearly all actives have a fitted effect of over 65% in size
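HeLa cells stably expressing A3F-eYFP plus Vif, plated and incubated overnight at 37 deg C, then exposed to compounds overnight at 37 deg C. Blocked degradation read as raised yellow fluorescence (Ex 488/Em 500-530).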
LDHA inh – inhibitors of human lactate dehydrogenase A | activity change, % (values are at about 110 or 230 µM) | purified LDHA, NADH/diaphorase-resazurin fluorescence; active compounds read low | P00338 | 480,000 compounds, 0.15% hits | AID 1347041; in the data active means activity change below about -30%; inconclusive means mostly about -25% to -30%;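 further: plate controls were DMSO wells for no effect and wells without enzyme for full effect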
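LDH5 2 nM; NADH 0.06 mM, pyruvate 0.2 mM; 200 mM Tris pH 7.4, EDTA, Tween-20; 5 min RT. Detection: diaphorase 0.133 mg/mL + resazurin 37 µM, fluorescence ex540/em590 at 0 and 20 min; normalized to enzyme-free and DMSO wells.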
PI4K2A inh – PI4K2A (human) kinase inhibition; purified PI4K2A, ADP-Glo luminescence, 1 h; active compounds read low; activity change, negative = inhibition, % at 76.9 µM; Q9BTU6; 420,000 compounds, 0.13% hits; in the data active means activity change below about -50%; inconclusive means mostly about -30% to -49%;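 further: -100% = wells without enzyme as full effect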
Target sequence (Q9BTU6 whole entry, looked up): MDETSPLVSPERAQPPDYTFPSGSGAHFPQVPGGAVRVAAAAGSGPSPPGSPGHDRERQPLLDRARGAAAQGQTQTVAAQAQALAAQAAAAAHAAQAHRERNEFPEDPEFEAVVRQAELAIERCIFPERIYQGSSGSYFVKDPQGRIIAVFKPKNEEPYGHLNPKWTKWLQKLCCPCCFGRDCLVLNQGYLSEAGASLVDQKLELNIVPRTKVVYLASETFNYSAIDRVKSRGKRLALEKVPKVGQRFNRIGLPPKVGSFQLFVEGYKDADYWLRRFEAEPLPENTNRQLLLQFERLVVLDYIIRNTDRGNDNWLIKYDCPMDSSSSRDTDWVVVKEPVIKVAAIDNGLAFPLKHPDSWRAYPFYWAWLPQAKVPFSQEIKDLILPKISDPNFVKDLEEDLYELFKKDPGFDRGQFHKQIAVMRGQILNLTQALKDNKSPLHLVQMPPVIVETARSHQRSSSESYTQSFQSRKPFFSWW
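In this quantitative HTS, ADP production by PI4K2A was quantified luminescently after 1 h at ambient temperature; 100 microM adenosine served as plate-quality control.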
GRP78 ERSR act – induces the endoplasmic reticulum stress response in human glioma cells. U87-MG GRP78 promoter luciferase reporter, 16 h. Potency, µM, inactives show at the top dose activation, actives largely listed as activators. 420,000 compounds, 0.02% hits; further: potency means the concentration at half of the fitted maximal effect; series mostly up to about 76 µM; % of control where 0% means no effect; nearly all actives have a fitted effect of over 35% in size
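ERSR induction read as luciferase luminescence (Bright-Glo, 10 min at room temperature) in stably transfected human U87-MG glioma cells exposed to compounds for 16 h, using GRP78 as sensor.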
The depositor's hits bear a star; ? = inconclusive; · = not tested or not shown; [ ] = another dose, or the depositor's remark. Unless noted, the call rests on the fitted dose curve; in most records, active means well fitted curve in the direction sought with a large enough effect; inconclusive means small, poorly fitted or top-dose-only effect, or another doubt; inactive means no such curve, though single readings can be large; an effect the other way counts as inactive or inconclusive. The list is partial. The share of hits here may be higher or lower than overall.

(1) CCSC1(SCC)N=C(N)C2(C#N)C(c3ccccc3)NC(C)=C(C)C12C#N (stereo not drawn)
(2) CC(NC(=O)c1ccc(OC2CCN(Cc3ccccn3)CC2)cc1)c1ccccc1 (stereo not drawn)
(3) CCCc1cc(=O)[nH]c(SCC(=O)c2c(N)n(C3CC3)c(=O)[nH]c2=O)n1
(4) Cc1cccc(OCC(=O)NNC(=O)C2CCCCC2C(=O)O)c1 (stereo not drawn)
(5) Cc1cc(C)c(NC(=O)CNC(=O)COC(=O)C2=COCCO2)c(C)c1
(6) CC1(C)Cc2c(c(-c3ccco3)[nH]c(=O)c2C#N)CO1

assay / entry,1,2,3,4,5,6
USP1 inh,-4%,-3%,-16%,-7%,-1%,-13%
Vif-A3G inh,1%,-4%,-2%,-1%,1%,1%
mIDH1 inhibitor,10%,4%,-16%,-3%,4%,1%
RXFP1 agonist,-0.7%,0.0%,0.6%,-0.8%,0.3%,0.6%
TrxR1 substrate,-3%,10%[57.1 µM],4%,-2%,6%,1%
Vif-A3F inh,1%,-1%,-2%,1%,9%,-2%
LDHA inh,-3,2,-16,-3,-9,6
PI4K2A inh,-2,-7,3,-8,1,2
GRP78 ERSR act,0%,-1%,-2%,-4%,-3%,-5%

(7) COc1ccc(C2C(C(C)=O)=C(O)C(=O)N2c2nccs2)cc1OC (stereo not drawn)
(8) COC(=O)N1CCN(c2ccc(Cl)c(Cl)c2)CC1
(9) CCn1c(SCC(=O)NCC2CCCO2)nnc1-c1ccc(Cl)cc1 (stereo not drawn)
(10) COc1cccc(C(=O)O/N=C(\N)CS(=O)(=O)c2ccccc2)c1
(11) CCCOc1ccc(C(=O)O/N=C(\CC)c2ccc(C)cc2)cc1
(12) CC(O)c1cccc(-c2ccc(CN3C[C@]4(CO)O[C@@H](CO)C[C@@H]4S3(=O)=O)cc2)c1 (stereo partly drawn)

assay / entry,7,8,9,10,11,12
USP1 inh,-4%,-7%,-4%,-10%,-7%,-23%
Vif-A3G inh,0%,-5%,0%,4%,0%,3%
mIDH1 inhibitor,2%,12%,9%,11%,6%,-1%
RXFP1 agonist,-1.9%,-0.7%,3.3%,3.5%,2.0%,·
TrxR1 substrate,-16%,6%,-2%,5%,-9%,4%
Vif-A3F inh,-1%,-12%,8%,-8%,-16%,2%
LDHA inh,-1,-3,-2,0,3,-9
PI4K2A inh,0,-3,-23,1,1,-2
GRP78 ERSR act,-4%,1%,-2%,9%,-3%,-3%

(13) COc1ccc(Cl)cc1C(=O)NNC(=O)COC(=O)CC(NC(C)=O)c1ccccc1 (stereo not drawn)
(14) Cc1cccc(NC(=O)COC(=O)CSc2ccccc2)c1C
(15) COc1cccc(CNC(=O)C2CCC(CNc3c(N4CCC(C)CC4)c(=O)c3=O)CC2)c1 (stereo not drawn)
(16) O=C(CCN1C(=O)c2ccccc2C1=O)Nc1ccc2c(c1)OCCO2
(17) CCCSc1nc(N)cc(=O)[nH]1
(18) Cc1cc(CNC(=O)CC2C(=O)NCCN2Cc2ccccc2C(F)(F)F)on1 (stereo not drawn)

assay / entry,13,14,15,16,17,18
USP1 inh,-1%,0%,-8%,-11%,-8%,-19%
Vif-A3G inh,-6%,0%,-1%,-1%,-1%,5%
mIDH1 inhibitor,-2%,6%,3%,3%,13%,-4%
RXFP1 agonist,-0.5%,-0.7%,-1.5%,0.0%,1.3%,-1.4%
TrxR1 substrate,2%[57.1 µM],5%,-7%,6%,-6%,-3%
Vif-A3F inh,-13%,7%,5%,-17%,-2%,14%
LDHA inh,-12,-1,-4,0,8,-2
PI4K2A inh,-1,-3,2,-1,6,-2
GRP78 ERSR act,-3%,2%,-4%,0%,-3%,-3%

(19) O=C(CNC(=O)c1ccccc1)NCC(=O)OCC(=O)c1ccccc1Cl
(20) Cc1ccc(NC(=O)CSc2nc3ccccc3n2CC(=O)N(C)C2CCCCC2)cc1C
(21) CCOc1ccc(-c2nc(-c3cccs3)c(CC(=O)O)s2)cc1OC
(22) COc1ccc2c(c1OC)OCC2C (stereo not drawn)
(23) COc1cc(/C=N/N=C2/NC(=O)C(Cc3ccccc3)S2)ccc1O (stereo not drawn)
(24) COC(=O)C1=C(C(=O)OC)[C@@H]2N(C)c3ccc(OC)cc3[C@@]23C[C@@H](C(=O)OC)N(C(=O)NCCBr)C3=N1

assay / entry,19,20,21,22,23,24
USP1 inh,-22%,1%,-19%,-20%,-24%,-33%
Vif-A3G inh,0%,-7%,-10%,?,-4%,-5%
mIDH1 inhibitor,-4%,-29%,-3%,4%,-16%,-1%
RXFP1 agonist,0.9%,0.2%,?,·,1.2%,·
TrxR1 substrate,12%,4%[57.1 µM],14%[57.1 µM],5%[57.1 µM],-17%,5%[57.1 µM]
Vif-A3F inh,10%,2%,8%,10%,-3%,-3%
LDHA inh,-1,-10,-6,-7,-2,1
PI4K2A inh,0,1,-6,4,1,-4
GRP78 ERSR act,-3%,-4%,-2%,-4%,1%,-1%

9 compounds from above, arranged by SMILES length, lowest first.
(22) COc1ccc2c(c1OC)OCC2C (stereo not drawn)
(17) CCCSc1nc(N)cc(=O)[nH]1
(14) Cc1cccc(NC(=O)COC(=O)CSc2ccccc2)c1C
(16) O=C(CCN1C(=O)c2ccccc2C1=O)Nc1ccc2c(c1)OCCO2
(19) O=C(CNC(=O)c1ccccc1)NCC(=O)OCC(=O)c1ccccc1Cl
(18) Cc1cc(CNC(=O)CC2C(=O)NCCN2Cc2ccccc2C(F)(F)F)on1 (stereo not drawn)
(20) Cc1ccc(NC(=O)CSc2nc3ccccc3n2CC(=O)N(C)C2CCCCC2)cc1C
(15) COc1cccc(CNC(=O)C2CCC(CNc3c(N4CCC(C)CC4)c(=O)c3=O)CC2)c1 (stereo not drawn)

assay / entry,22,17,14,16,19,18,20,15
USP1 inh,-20%,-8%,0%,-11%,-22%,-19%,1%,-8%
Vif-A3G inh,?,-1%,0%,-1%,0%,5%,-7%,-1%
mIDH1 inhibitor,4%,13%,6%,3%,-4%,-4%,-29%,3%
RXFP1 agonist,·,1.3%,-0.7%,0.0%,0.9%,-1.4%,0.2%,-1.5%
TrxR1 substrate,5%[57.1 µM],-6%,5%,6%,12%,-3%,4%[57.1 µM],-7%
Vif-A3F inh,10%,-2%,7%,-17%,10%,14%,2%,5%
LDHA inh,-7,8,-1,0,-1,-2,-10,-4
PI4K2A inh,4,6,-3,-1,0,-2,1,2
GRP78 ERSR act,-4%,-3%,2%,0%,-3%,-3%,-4%,-4%

(24) COC(=O)C1=C(C(=O)OC)[C@@H]2N(C)c3ccc(OC)cc3[C@@]23C[C@@H](C(=O)OC)N(C(=O)NCCBr)C3=N1

assay / entry,24
USP1 inh,-33%
Vif-A3G inh,-5%
mIDH1 inhibitor,-1%
RXFP1 agonist,·
TrxR1 substrate,5%[57.1 µM]
Vif-A3F inh,-3%
LDHA inh,1
PI4K2A inh,-4
GRP78 ERSR act,-1%

(continued)
(25) CC1=C(C(=O)N2CCOCC2)CC(CC(=O)NC(c2ccccc2)c2ccccc2)C(=O)N1Cc1ccc(C(C)(C)C)cc1 (stereo not drawn)
(26) Cc1ccccc1C(=O)c1cccn1CC(=O)NC1CCCC(C)C1C (stereo not drawn)
(27) COc1ccc(S(=O)(=O)N2CCC(C)CC2)cc1OC
(28) C=CCOC(=O)C1=C(C)NC(=O)NC1c1cc(Cl)cc(Cl)c1OC (stereo not drawn)
(29) CCOC(=O)C1=C(C)N=C2SC(C(=O)OC)=CC(=O)N2C1c1ccc(OC)cc1 (stereo not drawn)
(30) CCCOc1ccc(OCCOCCNCc2ccccc2)cc1

assay / entry,25,26,27,28,29,30
USP1 inh,-33%,-28%,-9%,-19%,-11%,-15%
Vif-A3G inh,-6%,-1%,0%,-5%,0%,0%
mIDH1 inhibitor,-5%,0%,8%,-1%,1%,4%
RXFP1 agonist,·,6.3%,-1.8%,5.0%,1.2%,1.1%
TrxR1 substrate,·,-8%,-6%,0%,-9%,-1%
Vif-A3F inh,3%,-7%,-3%,0%,10%,-7%
LDHA inh,-2,-1,-8,-1,-3,-14
PI4K2A inh,1,-5,-2,0,1,5
GRP78 ERSR act,-4%,-5%,-3%,-5%,-2%,-2%

(31) COc1cc(C(CC(=O)Nc2cc(C)ccc2C)N2Cc3ccccc3C2=O)cc(OC)c1OC (stereo not drawn)
(32) COc1cc2c(cc1OC)CN(C(=O)CCCN1C(=O)c3ccccc3C1=O)CC2
(33) Cc1nn(C(=O)c2c([N+](=O)[O-])cnn2C)c(C)c1Cl
(34) COc1ccccc1NC(=O)N1CCN(c2ccc(F)cc2)CC1
(35) Cc1ccc(S(=O)(=O)NN2CCCCCC2)cc1

assay / entry,31,32,33,34,35
USP1 inh,-25%,-26%,-6%,0%,?
Vif-A3G inh,-12%,-1%,0%,1%,3%
mIDH1 inhibitor,-5%,5%,1%,3%,-17%
RXFP1 agonist,-1.0%,2.7%,0.5%,1.7%,·
TrxR1 substrate,?,8%,-7%,-4%,·
Vif-A3F inh,5%,8%,5%,·,0%
LDHA inh,-5,7,-7,2,0
PI4K2A inh,-8,0,1,-3,5
GRP78 ERSR act,-3%,-3%,-6%,-6%,-3%
